Screening data (PubChem BioAssay)
HEK293 tox: cytotoxicity in counter-screen for GLP-1R inverse agonists; HEK293 cAMP-luciferase reporter cells, luminescence, 24 h; Potency, µM (titrated, usually from 38.3 µM), for inactives: at the highest dose activity change, negative = inhibition, usual class: inhibitors; 0.13% of 410,000 active;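 note: loss of luciferase light is scored as toxicity; potency is the fitted concentration of half-maximal effect; % is set by controls: 0 for no effect and ±100 for the full control effect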
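1536-well qHTS counterscreen of the MLSMR; 200 cells/uL, 12 h pre-incubation, 23 nL cpd, 24 h at 37 deg C 5% CO2, luciferase detection reagent, 12 min RT, luminescence. Inhibition = undesired.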
D3 ag: agonists of human D3 dopamine receptor; D3R DiscoveRx beta-arrestin cells, luminescence, 90 min; max activation, %; 0.58% of 410,000 active; in the data active = max activation above about 30%; note: 0% is about no effect; mostly tested at two doses, the higher about 12 µM
Target sequence (P35462 whole entry, looked up): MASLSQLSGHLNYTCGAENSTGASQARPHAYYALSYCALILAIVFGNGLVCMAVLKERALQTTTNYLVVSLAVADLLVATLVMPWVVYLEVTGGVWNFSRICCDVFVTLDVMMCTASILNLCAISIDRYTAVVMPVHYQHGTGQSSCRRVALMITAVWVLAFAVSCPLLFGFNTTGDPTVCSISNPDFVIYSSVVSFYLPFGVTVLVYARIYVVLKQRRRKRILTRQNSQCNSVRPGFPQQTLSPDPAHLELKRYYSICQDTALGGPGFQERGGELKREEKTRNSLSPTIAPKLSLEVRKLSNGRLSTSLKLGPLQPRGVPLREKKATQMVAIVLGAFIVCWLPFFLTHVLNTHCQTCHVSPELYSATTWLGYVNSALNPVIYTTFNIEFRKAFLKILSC
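Agonist mode: compounds and dopamine controls were applied to plated cells for 90 min at 37 degrees C after an overnight attachment at 1500 cells/well. Luminescent read-out followed 30 - 60 minutes at room temperature with DiscoveRx detection reagent.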
KB-3-1 cytotox: KB-3-1 parental cell cytotoxicity | 1.4% of 400,000 active | KB-3-1 viability, CellTiter-Glo ATP luminescence, 72 h | AID 1347075 | Potency, µM (doses to about 46.1 µM), for inactives: at the top dose activity change, negative = cytotoxic, most hits filed as cytotoxic; note: potency is the fitted concentration of half-maximal effect; % is set by controls: 0 for no effect and ±100 for the full control effect; nearly all actives have a fitted effect of over 60% in size
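Parental KB-3-1 adenocarcinoma cells in phenol-red-free DMEM with 10% FBS were pin-treated with compounds at several concentrations, incubated 72 h at 37 °C, and viability read by CellTiter-Glo luminescence; concentration-effect curves were fitted after normalization.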
MCF10A rerep: induces DNA re-replication in MCF 10a normal breast cells; Potency, µM (series often up to 46.1 µM), for inactives: at the highest dose activity, positive = re-replication, hits mostly activators; MCF 10A DNA re-replication, Hoechst nuclear intensity, 48 h; 2.9% of 350,000 active; AID 624296; note: potency is the fitted concentration of half-maximal effect; % of control where 0% means no effect; nearly all actives have a fitted effect of over 50% in size
KB-V1 cytotox: kills drug-selected multidrug resistant KB-V1 cells. KB-V1 MDR cells viability, CellTiter-Glo, 72 h. Potency, µM (doses to about 46.1 µM), for the others: at the highest dose activity change, negative = cytotoxicity, actives largely listed as cytotoxic. 3.4% of 400,000 active; note: potency is the fitted concentration of half-maximal effect; % is set by controls: 0 for no effect and ±100 for the full control effect; nearly all actives have a fitted effect of over 60% in size
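Cells of the MDR subline KB-V1 are plated, dosed with compound at multiple concentrations, and incubated 72 h at 37 degrees C; CellTiter-Glo is then added and luminescence read after 10 min.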
SW480 rerep: induces DNA re-replication in SW480 colon adenocarcinoma cells; SW480 DNA re-replication, Hoechst DNA content imaging, 48 h; 1.8% of 340,000 active; Potency, µM (titrated, usually from 46.1 µM), inactives show top-dose re-replication activation, actives largely listed as activators; note: potency is the fitted concentration of half-maximal effect; % of control where 0% means no effect; nearly all actives have a fitted effect of over 55% in size
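Compounds, transferred as 23 nL by pin tool, were incubated with cells for 48 hr; DNA content per nucleus was then quantified by Hoechst staining and fluorescence plate imaging.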
HT1080NT lethal: kills 2HG-producing HT-1080-NT fibrosarcoma cells | HT-1080-NT fibrosarcoma viability, CellTiter-Glo ATP luminescence, 48 h | Potency, µM (highest dose often 46.1 µM), for inactives: at the top dose activity, negative = less viability, usual class: cytotoxic | 1.6% of 360,000 active;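 note: NT is the 2HG producing partner of a matched IDH1 knockdown line; potency is the fitted concentration of half-maximal effect; 0% = DMSO-treated cells and -100% = media-only wells without cells; nearly all actives have a fitted effect of over 55% in size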
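Read-out is CellTiter-Glo luminescence after 10 minutes at room temperature, following 48 hours' compound treatment of HT-1080-NT cells (750 cells/well, RPMI, 5% FBS, 37 degrees C).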
IL-1B inflam inh: inhibitors of inflammasome signaling (IL-1 beta secretion) | THP-1 LPS/ATP IL-1B secretion, AlphaLISA, 16 h; stronger effect = lower value | activity change, % at 57.5 µM | 4.7% of 360,000 active; in the data active = activity change below about -50%; inconclusive = mostly about -30% to -49%; note: % is set by controls: 0 for no effect and ±100 for the full control effect
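THP-1 cells pretreated 1 hr with compounds (up to 57.5 uM final), then stimulated with LPS (250 ng/mL final) plus ATP (1.25 mM final); secreted IL-1B measured by AlphaLISA after 16 hr, decreased signal indicating inhibition.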
HT1080 IDH1KD tx: toxicity to HT-1080 IDH1 knockdown cells (counter line) | HT-1080 IDH1 knockdown viability, ATP luminescence, 48 h | Potency, µM (doses to about 46.1 µM), for inactives: at the highest dose activity, negative = toxicity, actives largely listed as cytotoxic | 2% of 360,000 active | AID 686971;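 note: potency is the fitted concentration of half-maximal effect; 0% = DMSO wells and -100% = cell-free medium wells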
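Luminescent ATP read-out (CellTiter-Glo, 10 min at room temperature) after 48 h compound exposure at 37 °C gave viability of IDH1-knockdown HT-1080 cells. Activity was normalised to DMSO and cell-free wells, then fitted as concentration-response curves.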
The depositor's hits bear a star; ? = inconclusive; · = not tested or not shown; [ ] = remark or other dose. Unless noted, calls come from the whole dose curve; as a rule, active = well fitted curve in the direction sought with a large enough effect; inconclusive = small, poorly fitted or top-dose-only effect, or another doubt; inactive = no such curve, though single readings can be large; an effect the other way counts as inactive or inconclusive.

entry	compound	HEK293 tox	D3 ag	KB-3-1 cytotox	MCF10A rerep	KB-V1 cytotox	SW480 rerep	HT1080NT lethal	IL-1B inflam inh	HT1080 IDH1KD tx
1	NC(=O)C1CCCN(C(=S)NCc2ccc3c(c2)OCO3)C1 (configuration not stated)	?	11	-5%	7%	7%	-2%	12%	-17	-1%
2	O=C(COc1ccc2ccccc2c1)N/N=C/C1CC=CCC1 (configuration not stated)	?	-3	16%	-5%	4%	-695%[inhibitor]	15%	6	2%
3	COc1ccc(-c2noc(-c3ccc(N4CCN(c5ccccc5OC)CC4)c([N+](=O)[O-])c3)n2)cc1	-5%	1	19%	·	?	·	·	·	·
4	C/C(=N\NC(=O)Cc1ccccc1)c1cccs1	?	-7	9%	18µM*	-28%	15%	2%	-5	-6%
5	CCOC(=O)c1ccc(N2CCN(c3ccccc3F)CC2)c(NC(=O)Nc2cccc(OC)c2)c1	14%	0	-25%	19%	?	-3%	-7%	-3	-4%
6	Cc1ccccc1-c1nc2c(s1)CCc1onc(-c3ccc(Cl)cc3)c1-2	4%	-6	13%	-1%	-3%	1%	14%	6	6%
7	CN(C)S(=O)(=O)c1ccc(N2CCCC2)c(C(=O)NC2CCCCC2)c1	-1%	3	-2%	-3%	-11%	-443%[inhibitor]	10%	-19	3%
8	O=C(Nc1ccc(Oc2ccc(NC(=O)Nc3ccccc3Cl)cc2)cc1)Nc1ccccc1Cl	2%	1	?	?	-1%	12µM*	-1%	-8	-17%
9	Cc1nnc(NC(=O)c2ccco2)s1	1%	-5	-4%	4%	-8%	-1%	-1%	-4	1%
10	Cc1cccc(C)c1NC(=O)CN(C)C(=O)C(c1ccccc1)c1ccccc1	12%	-9	-1%	-1%	?	-3%	16%	14	8%
11	NC(=O)c1ccsc1NC(=O)COC(=O)c1ccccn1	3%	1	-7%	9%	-5%	?	-5%	-19	-2%
12	COC(=O)C(C)N(C#N)c1nc(C)cc(C)n1 (configuration not stated)	8%	-2	5%	-14%	-16%	-5%	14%	-3	6%
13	CC(=O)NC(CCS(C)(=O)=O)C(=O)Nc1ccc(Oc2ccccc2)cc1 (configuration not stated)	3%	3	-20%	7%	-3%	-8%	-5%	-11	-6%
14	Cn1c(=O)c2cc(NC(=O)NCc3ccc(F)cc3)ccc2n1Cc1cccc(C(F)(F)F)c1	-16%	9	-16%	·	1%	·	-11%	-1	?
15	COc1cc(C2C(C(=O)Nc3ccccc3)=C(C)Nc3nc(SCC(=O)c4ccc(C)cc4)nn32)ccc1O (configuration not stated)	22%	-16	-2%	·	?	·	·	·	·
16	O=C(CN1C(=O)CSC1=O)Nc1ccc(C(=O)O)cc1	-4%	6	1%	3%	24%	-7%	25%	0	13%
17	COc1ccc(Cl)cc1NC(=O)c1cc(-c2ccccc2)on1	12%	5	5%	15%	0%	4%	-1%	8	-3%
18	Cc1cccc(NC(=O)CCC(=O)N/N=C/c2ccc(O)cc2O)c1	-15%	20	-3%	?	-1%	6.5µM*	?	146	?
19	COc1cc2c(cc1OC)CN(C(=O)C(C)(C)C)CC2	-9%	-1	5%	42%	?	1%	11%	-2	0%
20	CC(C)C[C@@H](CNCC(=O)[C@H](CC(C)C)NC(=O)c1[nH]cnc1C(=O)N[C@H](CN)CC(C)C)NC(=O)c1nc[nH]c1C(=O)N[C@@H](Cc1ccccc1)C(=O)O	1%	3	4%	-9%	5%	-8%	7%	-10	1%
21	CCOC(=O)c1c(C)[nH]c(C)c1S(=O)(=O)N1CCC(C(=O)NCc2ccccc2Cl)CC1	9%	-3	6%	·	2%	·	·	·	·
22	COC(=O)c1ccc2c(c1)NC(=O)C1CCCN21 (configuration not stated)	2%	-8	-4%	-4%	-4%	-8%	-12%	-3	-11%
23	COc1cc(/C=C/C(=O)OCC(=O)Nc2oc(C)c3c(C)n[nH]c(=O)c23)ccc1OC(F)F	14%	0	0%	23%	4%	19%	-4%	57	-2%
24	Cn1ccc(C(=O)OCC(=O)Nc2ccccc2Cl)n1	1%	-12	?	50%	2%	61%	-6%	-6	0%
25	CCOC(=O)c1c(C)nc2ccccn12	5%	-8	-8%	?	-3%	-5%	-2%	40	?
26	Cc1cccc2sc(NC(=O)CN(C)S(=O)(=O)c3ccc(Br)s3)nc12	2%	7	-15%	?	0%	?	?	-8	?
27	CC(=O)c1ccc(NC(=O)Nc2sc(NS(=O)(=O)c3ccccc3)nc2C)cc1	5%	5	14%	-33%[inhibitor]	3%	8%	6%	19	11%
28	CC(=O)Nc1nc(SCCCc2ccccc2)n[nH]1	-3%	6	4%	-2%	4%	0%	0%	-2	1%
29	CC1CN(C(=O)CCCN2C(=O)c3ccccc3C2=O)CC(C)O1 (configuration not stated)	2%	0	6%	5%	9%	5%	5%	22	9%
30	COC(=O)c1sc(S(=O)(=O)NCCC(=O)O)c(C(=O)OC)c1C	-9%	6	22%	-9%	?	-7%	12%	21	5%

Results in KB-3-1 cytotox and KB-V1 cytotox (two entries from above):
entry | smiles | KB-3-1 cytotox | KB-V1 cytotox
28 | CC(=O)Nc1nc(SCCCc2ccccc2)n[nH]1 | 4% | 4%
29 | CC1CN(C(=O)CCCN2C(=O)c3ccccc3C2=O)CC(C)O1 (configuration not stated) | 6% | 9%

Continued:
entry	compound	HEK293 tox	D3 ag	KB-3-1 cytotox	MCF10A rerep	KB-V1 cytotox	SW480 rerep	HT1080NT lethal	IL-1B inflam inh	HT1080 IDH1KD tx
31	Cc1c(C(C)C[C@H](C)O)oc(=O)c2c1Oc1c(C)c(C(C)C[C@H](C)O)oc(=O)c1C2 (some centres not stated)	9%	-3	0%	-8%	14%	-16%	17%	6	7%
32	CCS(=O)(=O)CCSC1OC(COC(C)=O)C(OC(C)=O)C(OC(C)=O)C1OC(C)=O (configuration not stated)	15%	1	13%	-3%	0%	-7%	26%	10	28%
33	Cc1ccc(S(=O)(=O)N2CCN(C(=O)COC(=O)c3ccc([N+](=O)[O-])o3)CC2)c(C)c1	-11%	-3	12%	7%	0%	-3%	-2%	-16	7%
34	COc1ccc(C(=O)Nc2ccc(S(=O)(=O)Nc3cnc4ccccc4n3)cc2)cc1	3%	4	-15%	2%	0%	-9%	-21%	31	-16%
35	COc1ccccc1CNC(=O)CCCN1C(=O)NC2(CCCC2)C1=O	-13%	-3	20%	-5%	28%	-20%	19%	11	15%
36	COc1ccc(Cn2nnc(C(=O)Nc3ccc(F)cc3)c2N)cc1	9%	-7	-9%	1%	1%	1%	15%	15	5%
37	COc1cc(Cl)c(S(=O)(=O)N2CCN(c3c(C)cccc3C)CC2)cc1Cl	3%	-8	11%	·	?	·	·	·	·
38	C=CCNC(=S)N/N=C/c1ccc(-c2ccc(Cl)cc2Cl)o1	27%	-1	-2%	13µM*	-3%	16µM*	?	3	?
39	Cc1nn(-c2ccccc2)nc1CNC(=O)C(C)Cc1ccccc1 (configuration not stated)	3%	-32	15%	6%	-20%	-6%	0%	29	2%
40	CC(C)n1c(SCC(=O)N2c3ccccc3Sc3ccccc32)nc2c1c(=O)n(C)c(=O)n2C	27%	5	11%	?	15%	?	-6%	-28	10%
41	NNC(=O)Cc1cccc2ccc(Cl)cc12	-7%	-4	-1%	·	18%	·	-12%	10	-20%
42	Nc1c(C(=O)Nc2ccccc2F)sc2nc(-c3ccco3)ccc12	140%[activator]	-11	-10%	29%	-25%	?	?	-20	?
43	COC(=O)C1CCN(C2=C(NS(=O)(=O)c3ccc(Cl)cc3)C(=O)c3ccccc3C2=O)CC1	?	-6	?	8%	-9%	-7%	?	0	?
44	N#Cc1ccc(Oc2cccc(C(=O)O)c2)cc1C#N	-10%	0	17%	5%	18%	-10%	10%	10	9%
45	O=C(O)CCn1nnc(-c2cccs2)n1	5%	4	4%	-3%	12%	-2%	18%	4	0%
46	CC1(C)CC(CCNC(=O)c2ccc(-n3cnnn3)cc2)CC(C)(C)N1	-17%	1	16%	-3%	1%	-4%	16%	9	10%
47	CC(C)CCNC(=O)c1ccc2c(c1)NC(=O)C(CS(=O)(=O)Cc1cccc(Br)c1)N2 (configuration not stated)	-9%	-23	-3%	·	-27%	·	·	·	·
48	CCOC(=O)C(=O)Nc1ccc(OC)c(Cl)c1	-1%[7.66 µM]	-1	2%	-6%	5%	-1%	18%	10	14%
49	COC(=O)c1ccc(C(=O)OC)c(NC(=O)CN2CCN(c3ccc(OC)cc3)CC2)c1	-16%	2	-8%	14%	1%	-8%	0%	0	-4%
50	COc1cc(CNCc2ccc(Br)cc2)cc(OC)c1	16%	-14	-8%	?	-11%	-45%	0%	-6	-4%
51	O=[N+]([O-])c1cc(S(=O)(=O)NC2=NCCCCC2)ccc1NCC1CCCCC1	7%	-3	?	19%	-4%	-5%	?	-5	-12%
52	O=C1C2CCCN2C(c2ccc(F)cc2)N1c1nccs1 (configuration not stated)	9%	-5	4%	2%	-5%	-1%	2%	28	1%
53	CN(C(=O)c1ccc(NC(=O)Cc2ccc(NC(=O)C3CCN(C(=O)CCc4ccccc4)CC3)cc2)cc1)C1CC1	0%	-16	1%	0%	0%	-81%[inhibitor][9.22 µM]	-7%	-9	5%
